RORgamma inh – inhibitors of mouse ROR gamma transcriptional activity; hit rate 5.4% among 310,000; Potency, µM (top dose mostly 53.6 µM), for inactives: at the highest dose activity change, negative = inhibition, usual class: inhibitors; Drosophila S2 Gal4-RORgamma UAS-luciferase reporter, 20 h; P51450; note: % is set by controls: 0 for no effect and ±100 for the full control effect; nearly all actives have a fitted effect of over 60% in size
Target sequence (P51450 whole entry, looked up, the tested form may be a part): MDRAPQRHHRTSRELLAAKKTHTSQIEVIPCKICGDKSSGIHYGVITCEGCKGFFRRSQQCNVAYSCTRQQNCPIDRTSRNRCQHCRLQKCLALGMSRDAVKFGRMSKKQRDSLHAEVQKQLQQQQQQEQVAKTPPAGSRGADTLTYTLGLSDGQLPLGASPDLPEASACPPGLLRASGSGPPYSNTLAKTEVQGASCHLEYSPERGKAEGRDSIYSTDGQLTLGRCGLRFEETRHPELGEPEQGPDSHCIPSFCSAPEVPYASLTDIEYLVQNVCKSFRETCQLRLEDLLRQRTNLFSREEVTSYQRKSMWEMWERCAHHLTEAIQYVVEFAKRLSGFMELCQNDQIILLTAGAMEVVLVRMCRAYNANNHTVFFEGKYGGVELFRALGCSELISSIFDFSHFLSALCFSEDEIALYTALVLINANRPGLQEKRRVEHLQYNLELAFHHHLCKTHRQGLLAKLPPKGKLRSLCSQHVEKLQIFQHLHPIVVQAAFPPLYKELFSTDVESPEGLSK
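Compounds are pin-transferred onto Drosophila Schneider cells expressing a copper-inducible Gal4–ROR gamma transactivation domain fusion. After 1 hr, copper sulfate is added to 700 uM final; luciferase is read 20 hr later.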
FLuc modulator – counter-screen for miR-21 project: firefly luciferase inhibitors or activators; P08659; purified FLuc, Km substrates, luminescence inhibition; Potency, µM (doses to about 57.5 µM), for the others: at the top dose activity change, negative = inhibition, actives largely listed as inhibitors; hit rate 6.9% among 360,000; AID 588342;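 note: plate controls were vehicle for no effect and reference inhibitor for full effect; nearly all actives have a fitted effect of over 55% in size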
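Purified P. pyralis luciferase (10nM final) with 10uM D-luciferin and 10uM ATP (Km levels) in 50mM Tris acetate pH 7.5, 10mM Mg acetate, 0.01% Tween-20, 0.05% BSA; qHTS 6-point titration, ~60 µM downward; luminescence read.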
NPC1 prom act – NPC1 promoter activation | Huh7 NPC1 promoter luciferase reporter, 24 h | Potency, µM (series often up to 9.22 µM), for the others: top-dose activation, most hits filed as activators | hit rate 2.4% among 320,000;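 note: % of control where 0% means no effect; nearly all actives have a fitted effect of over 60% in size; reporter is driven by a mutant NPC1 promoter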
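Quantitative HTS used a cell-based reporter: Huh7 cells stably bearing the NPC1 promoter upstream of luciferase were treated with compounds for 24 h, and promoter activation was read as luminescence.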
p53 reactivator – restores transcriptional activity of mutant p53 | hit rate 0.063% among 320,000 | H1299 p53-A138V BP100-luciferase reporter, luminescence, 24 h | Potency, µM (highest dose often 92.2 µM), inactives show at the highest dose activity change, positive = activation, usual class: activators; note: % of control where 0% means no effect; nearly all actives have a fitted effect of over 45% in size
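p53-null H1299 cells stably carrying temperature-sensitive p53-A138V and a BP100-luciferase reporter were pinned with compounds (4-point, 1:5 series) and held 24 hrs at 37 deg C. Luminescence was read 10 min after detection reagent.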
Gal4-VP16 FLuc – inhibits Gal4-VP16 luciferase reporter, ROR gamma counter-screen | Drosophila S2 Gal4-VP16 UAS-luciferase, luminescence, 20 h | Potency, µM (series often up to 53.6 µM), without a hit: at the highest dose activity, negative = inhibition, hits mostly inhibitors | hit rate 3.5% among 310,000 | AID 2546;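 note: Gal4-VP16 expression switched on by copper sulfate through the metallothionein promoter; % is set by controls: 0 for no effect and ±100 for the full control effect; nearly all actives have a fitted effect of over 50% in size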
Rab9 prom act – activators of Rab9 promoter; AID 485297; Huh7 Rab9 promoter-luciferase reporter, luminescence, 24 h; hit rate 2.8% among 320,000; Potency, µM (top dose mostly 9.22 µM), for inactives: top-dose activation, negative = inhibition, usual class: activators; note: % of control where 0% means no effect; nearly all actives have a fitted effect of over 60% in size
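Luminescence from Amplite-detected luciferase (10 minutes, ambient) reports Rab9 promoter activation. Before that, stable Rab9-luciferase Huh7 cells (1500/well, reduced-serum OP-MEM I plus 10% FBS) were exposed to compound for 24 hours at 37C.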
ELG1 genotox – inducers of genotoxicity in HEK293T ELG1-luciferase cells. Potency, µM (titrated, usually from 46 µM), inactives show at the highest dose activity change, positive = activation, usual class: activators. HEK293T ELG1-luciferase reporter, luminescence, 16 h. hit rate 1.3% among 330,000; note: % of control where 0% means no effect; nearly all actives have a fitted effect of over 60% in size
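Screening used a luciferase reporter fused to human ELG1 in HEK293T cells. Luminescence was read on a CCD plate imager after 16 hr exposure and 30 min ONE-Glo incubation.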
MBNL1 CUG block – inhibitors of human MBNL1 binding to CUG repeat RNA. Q9NR56. TR-FRET MBNL1-His/biotin-(CUG)12 binding, 665/545 ratio. Potency, µM (top dose mostly 57.5 µM), for inactives: top-dose activity change, negative = inhibition, actives largely listed as inhibitors. hit rate 0.036% among 280,000; active = well fitted inhibition curve with a large enough effect in the signal ratio, with a control signal flat, not every such curve was filed as active; inconclusive = small, poorly fitted or top-dose-only effect, or effect the other way, or a change in a side signal; inactive = no such curve, though single readings can be large or run the other way; the % refers to the signal ratio; note: % is set by controls: 0 for no effect and ±100 for the full control effect
Target sequence (Q9NR56 whole entry, looked up): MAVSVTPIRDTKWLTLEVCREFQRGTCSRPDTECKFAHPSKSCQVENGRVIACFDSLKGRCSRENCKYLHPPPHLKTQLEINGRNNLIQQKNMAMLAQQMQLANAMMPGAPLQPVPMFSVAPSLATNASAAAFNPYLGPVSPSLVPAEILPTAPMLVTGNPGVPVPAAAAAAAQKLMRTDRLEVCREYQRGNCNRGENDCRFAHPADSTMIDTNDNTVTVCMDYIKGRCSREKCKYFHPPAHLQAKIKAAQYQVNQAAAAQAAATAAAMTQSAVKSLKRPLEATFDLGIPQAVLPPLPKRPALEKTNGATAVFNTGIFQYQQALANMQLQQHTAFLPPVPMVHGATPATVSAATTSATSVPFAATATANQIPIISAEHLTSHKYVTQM
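Ratiometric TR-FRET (665 over 545 nm, excitation 340 nm) tracks disruption of MBNL1-His/biotin-(CUG)12 complex after 60 min at room temperature, with compounds at 92 nM to 58 uM final.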
MLL CXXC-DNA inh – MLL CXXC-DNA interaction inhibition | MLL-CXXC / FITC-HOXA9 DNA fluorescence polarization | Potency, µM (top dose mostly 115 µM), for inactives: at the top dose activity change, negative = inhibition, hits mostly inhibitors | hit rate 0.037% among 290,000 | AID 2662; active = well fitted inhibition curve with a large enough effect in the polarisation, with a control signal flat, not every such curve was filed as active; inconclusive = small, poorly fitted or top-dose-only effect, or effect the other way, or a change in a side signal; inactive = no such curve, though single readings can be large or run the other way; the % refers to the polarisation
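Steps: dispense CXXC domain solution (7 uM) → pin compounds or unlabeled HOX-A9 DNA control → 5 min ambient → add FLSN-HOX-A9 solution (50 nM) → spin → 30 min ambient → fluorescence polarization. Tris pH 7.5/NaCl/DTT/BSA buffer.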
BRCA1 expr up – BRCA1 expression activation | MCF7-BRCA1-FFLuc reporter, luminescence, 48 h; response scale: scaled: vehicle 0%, 10 µM genistein 100% | AID 624202 | Potency, µM (doses to about 46.1 µM), for inactives: top-dose activation, hits mostly activators | hit rate 1.1% among 380,000; note: nearly all actives have a fitted effect of over 80% in size; some results filed as inactive show a strong effect at the top dose
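Luminescence from a BRCA1-driven firefly luciferase in MCF7 cells was the read-out, taken 15 min after substrate addition following 48 h compound exposure at 37 °C. Data were normalized to a 10 microM genistein control and DMSO vehicle.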
uPA surface inh – blocks generation of uPA at the cell surface | hit rate 0.31% among 330,000 | cell surface uPA generation assay, qHTS | Potency, µM (titrated, usually from 38.3 µM), for the others: top-dose activity change, negative = inhibition, usual class: inhibitors; active = well fitted inhibition curve with a large enough effect; inconclusive = small, poorly fitted or top-dose-only effect; inactive = no such curve, though single readings can be large or run the other way; tested in mouse RAW 264.7 cells; note: % is set by controls: 0 for no effect and ±100 for the full control effect; nearly all actives have a fitted effect of over 55% in size
Starred values were filed as active, the others as inactive; ? = inconclusive; · = not tested or not shown; & = joins results of further samples; [ ] = dose if it differs, or a comment. Unless noted, calls come from the whole dose curve; as a rule, active = well fitted curve in the direction sought with a large enough effect; inconclusive = small, poorly fitted or top-dose-only effect, or another doubt; inactive = no such curve, though single readings can be large; an effect the other way counts as inactive or inconclusive. Potency is the fitted concentration of half-maximal effect. Some of the compounds tested; count on the stated rates, not on these rows.

SMILES	RORgamma inh	FLuc modulator	NPC1 prom act	p53 reactivator	Gal4-VP16 FLuc	Rab9 prom act	ELG1 genotox	MBNL1 CUG block	MLL CXXC-DNA inh	BRCA1 expr up	uPA surface inh
O=C1CCC[C@@H]2CC(Nc3ccc(F)cc3F)C[C@@H]3CCN1[C@H]23 (some centres not stated)	3.1%	·	·	-1.5%	-2.6%	·	-0.6%	·	·	-4.5%	0.7%
CN(CCCC(=O)Nc1ccccc1)S(=O)(=O)c1ccc(Cl)cc1	-5.1%	-5.7%	-1.7%	4.2%	-17.7%	-1.7%	0.2%	-1.1%	-2.1%	25.6%	-21.3%
Cc1ccc(S(=O)(=O)N(CC(=O)N/N=C/c2ccccc2C(=O)O)c2cc(Cl)cc(Cl)c2)cc1	-3.9%	?	-4.2%	0.5%	-8.5%	-3.2%	-1.3%	-2.8%	8.4%	-5.1%	2.7%
CCCCn1c2ccc(F)cc2c2nnc(SCCN3CCOCC3)nc21	?	-13.4%	-2.9%	-9.2%	-26.1%	0.0%	-2.6%	?	-2.6%	-4.6%	-17.0%
CCOC(=O)/C=C/C(=O)OCC(=O)Nc1ccc([N+](=O)[O-])cc1	8.7%	6.4%	-0.6%	18.0%	-13.0%	-3.7%	-3.0%	?	35.4%[activator]	-15.2%	-2.6%
CCCCN(C(=O)Cc1ccc(S(=O)(=O)N2CCOCC2)s1)c1ccccc1	·	-2.0%	-3.4%	-5.4%	·	1.9%	-7.3%	·	·	-11.1%	-4.5%
CCCc1nc2ccc(N)cc2c(=O)n1Cc1ccccc1Cl	-16.3%[1.91 µM]	-3.1%	-3.1%	?	-5.5%	20.2%	10.1%	-3.3%	0.8%	18.1%	-0.4%
C=CCN(CC=C)CC(O)CN(c1cc([N+](=O)[O-])ccc1OC)S(=O)(=O)c1ccccc1 (configuration not stated)	0.3%	1.0%	2.4%	-1.9%	-7.1%	-0.8%	1.6%	·	?	-28.4%	-5.6%
COc1cc(CC(NC(C)=O)C(=O)NC2CCN(C(=O)c3cc(OC)c(OC)c(OC)c3)CC2)cc(OC)c1 (configuration not stated)	3.4%	0.3%	-2.9%	1.8%	-1.1%	-1.6%	-0.5%	5.0%	1.4%	2.2%	-1.7%
Cc1ccccc1NC(=S)Nc1ccc2cn[nH]c2c1	10.5%	-13.3%	0.6%	2.9%	-19.7%	12.6%	-4.1%	-2.7%	27.0%	69.0%	-3.1%
COC(=O)c1c(-c2cccs2)csc1NC(=O)CSc1ncnc2sc(C)c(C)c12	14.0%	6.9%	3.3%	-6.0%	-9.5%	16.2%	-3.3%	-1.2%	50.2%[activator]	-50.6%	-0.6%
[O-][n+]1ccc(C(O)c2ccccc2)cc1 (configuration not stated)	?	-1.0%	0.6%	7.5%	-4.4%	2.2%	0.9%	-0.3%	-4.2%	-19.8%	5.2%
CCC(C)[C@@H](C(=O)Nc1ccc(OC)c(OC)c1)N1Cc2ccccc2C1=O (some centres not stated)	-5.4%	2.0%	1.3%	-4.4%	14.1%	-2.8%	1.5%	3.7%	-5.2%	-20.9%	6.6%
CCOC(=O)CSc1cn2c(n1)CCC2	3.6%	1.4%	-3.5%	27.1%	-0.8%	1.7%	4.7%	-0.7%	-4.3%	6.3%	·
COc1cccc2c(=O)cc(C)n(CC(=O)Nc3ccc(Br)cc3)c12	0.7%	-6.5%	0.2%	-2.0%	-2.1%	-15.4%	-11.8%	·	0.0%	-6.7%	3.0%
Clc1ccc(-c2nnc3sc(-c4ccco4)nn23)c(Cl)c1	9.4%	0.2%	6.5%	5.0%	-5.6%	1.6%	-0.2%	2.9%	4.0%	·	·
Cc1cc(=O)oc2cc(OCC(=O)N/N=C/c3ccccc3O)ccc12	2.24µM*	-1.7%	0.9%	2.8%	-18.7%	4.5%	-0.3%	-1.8%	1.1%	6.9%	4.1%
COc1ccc(N2CCN(CCNC(=O)CCNS(=O)(=O)c3cccs3)CC2)cc1	-13.5%	-0.1%	-0.4%	5.2%	-6.9%	1.0%	2.0%	-6.3%	2.0%	0.0%	3.2%
CCOc1ccc(/C(O)=C2/C(=O)C(=O)N(CCCN3CCOCC3)C2c2ccc(F)cc2)cc1C (configuration not stated)	-2.4%	-0.5%	-3.0%	1.6%	3.7%	-2.6%	0.0%	6.1%	6.3%	4.4%	0.5%
CCC1=C(OC(=O)N(CC)CC)N2C(=O)OC(=NCC3CC3)[C@]2(Cc2ccccc2)[C@H]2C1=CC[C@H]1C(=O)N(CC)C(=O)[C@H]12	36.9%&16.3%	1.4%	-1.4%	0.1%	2.5%&0.0%	-4.2%	4.1%	-9.7%	5.2%	0.0%	-19.7%
CC(C)CCOP(=O)(c1ccc(N(C)C)cc1)C(O)c1ccc(C(C)C)cc1 (configuration not stated)	5.4%	-0.9%	-6.0%	-2.5%	-4.1%	1.7%[1.84 µM]	-8.2%	-0.6%	4.8%	-36.5%	6.5%
NC(=O)CSc1nc2ccccc2n1Cc1ccccc1	28.4%	3.3%	-3.7%	-12.6%	-0.7%	13.1%	1.8%	32.2%	6.7%	1.2%	8.3%
COC(=O)c1ccc(-n2c(CCC(=O)O)ccc2-c2ccccc2)cc1	-11.4%	-1.3%	-2.6%	-1.2%	-1.0%	-1.6%[1.84 µM]	1.0%	-1.0%	18.9%	-27.7%	-26.0%
COc1ccccc1-n1nnnc1SCC(=O)Nc1ccccc1	-1.0%	2.5%	-5.1%	-30.9%[inhibitor]	-4.7%	7.2%	0.1%	-0.5%	2.7%	-2.4%	1.0%
O=C(C1CCN(S(=O)(=O)c2cccs2)CC1)N1CCCCC1	3.0%	4.26µM*	3.55µM*	12.9%	-1.0%	?	?	?	0.8%	1.7%	3.4%
Later entries
SMILES	RORgamma inh	FLuc modulator	NPC1 prom act	p53 reactivator	Gal4-VP16 FLuc	Rab9 prom act	ELG1 genotox	MBNL1 CUG block	MLL CXXC-DNA inh	BRCA1 expr up	uPA surface inh
O=C(Nc1ccccc1N1CCCC1)c1ccccc1F	9.4%	1.2%	1.1%	-21.1%	-14.6%	-0.4%	-6.7%	-7.8%	7.6%	-23.3%	2.0%
COC(=O)c1ccc(C)c(NC(=O)c2ccc(Cl)c([N+](=O)[O-])c2)c1	42.3%	2.8%	-1.4%	-10.7%	-3.2%	-6.3%	13.7%	?	6.9%	-21.8%	-1.0%
CN1C(=O)[C@@H]2[C@@H]3C[C@@H]([C@H]4ON=C(c5ccccc5OCC#N)[C@@H]34)[C@@H]2C1=O	2.4%	8.0%	-4.8%	0.3%	-0.3%	1.2%	-4.6%	·	2.3%	-6.8%	0.5%
COc1cccc(NC(=O)Nc2nnc(N3CCCCC3C)s2)c1 (configuration not stated)	?	13.5µM*	27.3%	?	21.5%	15.1%	-0.4%	-5.3%	5.3%	?	16.5%
CC(=O)c1ccc(NC(=O)Cn2cnc(S(=O)(=O)N3CCc4ccccc43)c2)cc1	-8.5%	0.3%	-8.7%	1.5%	-12.1%	0.0%	-0.9%[9.26 µM]	1.2%	12.3%	3.7%	2.8%
Cc1ccc(-n2c(SCC(=O)NCc3ccc4c(c3)OCO4)nnc2-c2cccnc2)c(C)c1	34.4%	5.4%	-2.4%	3.3%	1.4%	-8.6%	0.9%	-9.6%	2.4%	-21.5%	1.3%
COc1ccc(-n2c(SC)nc(O)c(Cc3ccccc3)c2=O)cc1	32.7%	0.7%	0.9%	0.5%	-16.0%	5.5%	1.3%	2.0%	-4.0%	1.6%	·
O=C(NNC(=S)NC1CCCCC1)c1cccc(S(=O)(=O)Nc2ccccc2Cl)c1	3.98µM*	-0.6%	-5.0%	3.6%	?	1.7%	-0.6%	-9.4%	0.2%	-26.9%	2.3%
O=C(CCNC(=O)c1ccccc1Cl)Nc1cc(S(=O)(=O)N2CCOCC2)ccc1N1CCOCC1	15.6%	-1.0%	0.1%	-0.4%	14.7%	-0.5%	2.4%	3.2%	?	-13.8%	-1.6%
Cc1ccc(C(C(=O)NC2CCCCC2)N(Cc2ccco2)C(=O)C2COc3ccccc3O2)o1 (configuration not stated)	-17.9%	-0.3%	0.8%	-2.0%	?	-3.6%	-11.1%	-9.2%	4.9%	-60.7%	8.9%
CCOC(=O)c1ccc(S(=O)(=O)NNC(=O)c2cccc(N(C)C)c2)cc1	29.7%	19µM*	4.5%	1.5%	8.0%	17.6%	-0.3%	?	4.0%	43.4%	-5.7%
COc1ccccc1C(=O)NNC1CC(=O)N(c2ccc3c(c2)OCCO3)C1=O (configuration not stated)	-2.3%	1.2%	1.1%	-3.7%	1.6%	-1.2%	-0.5%	-13.3%	0.6%	-30.7%	5.0%

Bioassay records: PubChem BioAssay, National Center for Advancing Translational Sciences (NCATS)
